SUMO HTRF inh – blocks human SUMOylation mediated by UBC9; hit rate 0.36% among 290,000; inhibition, % at 35 µM; AID 2006; HTRF SUMOylation assay, SAE1/SAE2 + UBC9, in vitro; in the data active means inhibition above about 50%, passing the limit was not always enough; further: strong numbers were not always called active
CRFBP-R2 block – antagonists of CRF-binding protein/CRF-R2 receptor complex | inhibition, % at 11.8 µM | HEK293 CRF-R2/CRF-BP, CRF-induced calcium fluorescence | AID 588475 | hit rate 0.59% among 350,000;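 active means inhibition of the ligand-induced calcium signal above about 50% at the single tested concentration, limit read from the data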
GalR3 antag – human GalR3 antagonism; O60755; HEK293 GalR3-CNG cAMP membrane potential fluorescence; galR3 body fused to GalR1 C-terminus; inhibition, % at 3 µM; hit rate 0.44% among 360,000;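 active means inhibition above the screen-wide average plus 3 SD, cut at about 13% in these data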;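 further: forskolin and galanin both at EC90 stimulate the cells; cAMP rise reported by CNG channel membrane potential dye signal; 0% = forskolin plus galanin with DMSO and 100% = forskolin alone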
pCIP destab – p/CIP protein destabilization | hit rate 0.01% among 290,000 | Q05BA5 | F442A p/CIP-EGFP cells, EGFP fluorescence, 16 h | AID 1984 | decrease of EGFP signal, % at 10 µM;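 active means EGFP signal decrease of at least 30% at 10 µM or well 3 SD below plate mean, unless failing retest; inactive means the rest, including hits failing retest or dose response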; further: some compounds called inactive have numbers as strong as hits; many of its hits are not listed in these tables
IDE act – boosts human insulin-degrading enzyme activity in HEK cells. P14735. FAbeta-B cleavage, fluorescence polarization; 0% vehicle, 100% cell-free pure enzyme wells. activation, % at 5.96 µM. hit rate 0.073% among 340,000. AID 493087;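 active means activation above the mean of all tested compounds plus 3 SD, set per screening campaign, cut at about 17% in these data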
Target sequence (P14735 whole entry, looked up): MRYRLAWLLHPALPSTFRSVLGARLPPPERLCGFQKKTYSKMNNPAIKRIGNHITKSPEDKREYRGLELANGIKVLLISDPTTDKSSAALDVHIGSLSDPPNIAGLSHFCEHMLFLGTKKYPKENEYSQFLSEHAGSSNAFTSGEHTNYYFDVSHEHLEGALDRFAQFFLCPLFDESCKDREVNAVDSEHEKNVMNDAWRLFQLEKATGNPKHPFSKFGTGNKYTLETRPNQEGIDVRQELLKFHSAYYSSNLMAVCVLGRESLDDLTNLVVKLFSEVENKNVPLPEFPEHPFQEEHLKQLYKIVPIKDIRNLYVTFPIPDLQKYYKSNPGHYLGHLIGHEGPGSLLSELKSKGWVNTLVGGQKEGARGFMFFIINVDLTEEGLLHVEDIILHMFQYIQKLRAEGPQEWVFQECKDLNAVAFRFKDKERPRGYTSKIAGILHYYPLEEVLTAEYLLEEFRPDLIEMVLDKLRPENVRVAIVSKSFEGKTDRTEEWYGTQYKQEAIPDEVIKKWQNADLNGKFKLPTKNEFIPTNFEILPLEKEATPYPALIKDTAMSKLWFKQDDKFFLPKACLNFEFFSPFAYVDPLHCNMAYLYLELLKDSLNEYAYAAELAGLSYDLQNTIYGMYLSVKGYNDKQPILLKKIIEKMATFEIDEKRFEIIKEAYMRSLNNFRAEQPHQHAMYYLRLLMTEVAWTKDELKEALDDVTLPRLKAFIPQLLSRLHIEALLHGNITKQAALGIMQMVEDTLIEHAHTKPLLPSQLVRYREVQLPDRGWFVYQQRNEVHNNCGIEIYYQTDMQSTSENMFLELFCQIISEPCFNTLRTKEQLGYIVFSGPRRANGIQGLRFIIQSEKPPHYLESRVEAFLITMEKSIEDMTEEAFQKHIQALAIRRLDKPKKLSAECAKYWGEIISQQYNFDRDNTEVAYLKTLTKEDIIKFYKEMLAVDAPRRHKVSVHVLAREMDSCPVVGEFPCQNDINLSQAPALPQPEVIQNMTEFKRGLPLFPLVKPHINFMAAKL
VIM-2 inhibitor – inhibitors of Pseudomonas aeruginosa VIM-2 metallo-beta-lactamase; inhibition, % at 5.6 µM; hit rate 0.89% among 290,000; AID 1527; purified VIM-2, nitrocefin hydrolysis, epi-absorbance fluorescence;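 active means inhibition above the mean of all tested compounds plus 3 SD, cutoff set per screening run, cut at about 7.5% in these data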;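 further: red hydrolysis product quenches plate fluorescence so inhibitors raise well fluorescence; 0% = enzyme with DMSO and 100% = DMSO without enzyme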
IDE inh – inhibitors of human insulin-degrading enzyme in cells; P14735; HEK cells, FAbetaB cleavage, fluorescence polarization; inhibition, % at 5.59 µM; hit rate 0.41% among 320,000;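 active means percent inhibition above the average of all tested compounds plus 3 SD, set per screening campaign, cut at about 16% in these data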;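 further: IDE supplied by intact live HEK cells; FP after avidin binding of uncleaved biotin substrate so inhibition keeps polarization high; 0% = DMSO wells and 100% = 60 µM reference IDE inhibitor Ii1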
NS3 helicase inh – HCV NS3 helicase inhibition. inhibition, % at 10.9 µM. NS3 helicase DNA unwinding, Cy5 molecular beacon fluorescence. hit rate 0.56% among 290,000;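 active means inhibition above the mean of all tested compounds plus 3 SD, set per campaign, cut at about 35% in these data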;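 further: 0% = DMSO wells and 100% = thioflavine S control wells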
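assay system = NS3 helicase fragment of HCV | buffer or medium = MOPS pH 6.5, MgCl2, DTT, Tween20, BSA | timing = 60 min unwinding reaction at 25 °C after ATP addition | signal = Cy5 beacon fluorescence read at start and 1 h | read-out basis = % inhibition of unwinding | control set = low DMSO, high thioflavine S at 110 µM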
IMP-1 inh – blocks Pseudomonas aeruginosa IMP-1 metallo-beta-lactamase; hit rate 0.45% among 290,000; AID 1556; purified IMP-1, nitrocefin hydrolysis, epi-absorbance fluorescence; inhibition, % at 5.6 µM;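 active means inhibition above the mean plus 3 SD of all compounds in the same screening run, cut at about 4.5% in these data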;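 further: 0% = IMP-1 with DMSO and 100% = DMSO wells lacking enzyme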
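Assay system: purified IMP-1; Quantity: IMP-1 0.2 nM before substrate addition; Medium: HEPES buffer pH 7.1 with ZnSO4 and Brij 35; Incubation: 15 min enzyme–compound preincubation, then 25 min nitrocefin reaction, 25 °C; Signal: fluorescence quenching readout, ex 480/em 530 nm; Controls: DMSO with and without IMP-1; Repeats: singlicate testing.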
* = called active by the depositor; / = not tested or not shown. No enrichment for hits; 3.2% or so of the library scored in one or more.

IDE act	Compound	CRFBP-R2 block	pCIP destab	NS3 helicase inh	VIM-2 inhibitor	GalR3 antag	IMP-1 inh	SUMO HTRF inh	IDE inh
2	COc1ccc(CC(=O)OCC(=O)NC2CCCC(C)C2C)cc1 (stereo not drawn)	6	/	/	/	-5	/	/	1
1	O=C(O)CCCN1C(=O)/C(=C/C=C/c2ccco2)SC1=S	5	-37	73*	7.1	-4	10*	70	4
5	CCS(=O)(=O)N1CCC(C(=O)N2CCN(Cc3ccccc3)CC2)CC1	-11	-3	-5	-3.1	-3	-2.6	18	2
2	Cc1ccc(C)c(NC(=O)CN2C(=O)NC(CCc3ccccc3)C2=O)c1 (stereo not drawn)	2	/	/	/	-5	/	/	-5
/	Oc1c(C=Nc2cccc3nsnc23)ccc2ccccc12	-2	-37	9	0.5	0	-0.6	93	0
5	O=C(N1CCN(CCO)CC1)N1c2ccccc2C=Cc2ccccc21	5	3	-6	-2.4	6	-1.2	-30	0
-3	COc1ccccc1C1C2=C(CCCC2=O)N(CC(=O)O)C2=C1C(=O)CCC2	0	2	41*	3.8	-6	-1.4	15	0
2	COc1ccc(-c2noc(N3CCC(C(=O)Nc4ccc(F)cc4)CC3)n2)cc1	38	0	3	0.1	/	0.2	0	0
-13	Fc1ccc(/C=N/n2c(C3CCCCC3)n[nH]c2=S)cc1	7	12	10	-3.0	-8	-2.5	-14	1
-4	COc1ccccc1NS(=O)(=O)c1cn(C)cn1	5	-3	-1	1.0	0	-0.7	12	-2
11	COc1ccc(C(=O)NCc2cccnc2)cc1S(=O)(=O)N1CCCc2ccccc21	-10	-16	-20	-2.1	-5	-2.5	-18	2
-3	O=C(C1Cc2ccccc2CN1S(=O)(=O)c1ccc(F)cc1)N1CCCCCC1 (stereo not drawn)	19	-2	1	-1.7	-4	0.0	4	-2
6	COc1ccc2c(-c3ccccc3)cc3nnnn3c2c1	19	-5	-1	-1.9	-1	-3.0	22	0
13	NC(=O)C(c1ccccn1)c1ncc(C(F)(F)F)cc1Cl (stereo not drawn)	24	-2	16	0.4	3	-0.1	-3	-6
3	Cc1ncc(CO)c2c1Oc1nc(-c3ccccc3)nc(SCC(=O)N3CCOCC3)c1C2	28	-4	2	2.9	-6	32*	-3	2
7	OCc1ccc(N=Nc2ccccc2)cc1	-3	/	/	/	0	/	/	13
5	COc1ccc(C(=O)Nc2ccc(O)cc2C(=O)O)cc1	20	-17	13	1.1	1	1.5	9	-4
-1	CCC1(C)Cc2c(C#N)c(N)sc(=S)c2CO1 (stereo not drawn)	5	-15	3	-0.3	1	1.1	12	5
7	N#Cc1cccnc1N1CCN(C(=O)COCC(=O)O)CC1	9	-11	-5	-0.4	-6	-2.1	23	1
-1	Cc1ccccc1-n1c(SCC(=O)O)nc2sc3c(c2c1=O)CCCC3	-16	-8	14	-1.1	-8	-2.2	16	0
1	Cc1ccc(C(=O)Nc2cccnc2N2CCN(C)CC2)cc1	8	10	5	0.1	-1	-3.2	-2	2
-1	O=C(CN1C(=O)CS/C1=C\c1nc(-c2ccc(Cl)cc2)cs1)Nc1cccnc1Cl	-2	9	3	1.5	-3	-1.6	23	2
-9	CCCCNC(=O)c1onc(CSc2nc3ccccc3[nH]2)c1C(=O)NCCCC	-19	-2	-2	0.6	-8	-0.8	-16	3
2	COc1ccc2c(C)cc(=S)[nH]c2c1	-17	-2	6	-1.1	5	-4.1	34	/
4	COC(=O)c1ccccc1NC(=O)c1ccc2nccnc2c1	10	-3	4	4.8	-2	-0.3	18	-5
5	O=C1CC(C(=O)Nc2ccccc2)C2(CCCC2)O1 (stereo not drawn)	22	8	4	-3.0	-3	-1.1	3	6
1	Cc1cccc(NC(=O)CSCC(=O)Nc2ccccc2N2CCCCC2)c1	-6	/	/	/	-4	/	/	9
-1	Cc1ccc(C(=O)NN2C(=O)C3C4c5ccccc5C(c5ccccc54)[C@@H]3C2=O)cc1 (stereo partly drawn)	-15	6	-5	-1.6	-3	-2.4	-20	4
4	CC1Cc2ccccc2N1C(=O)c1nn(C)cc1Br (stereo not drawn)	-13	-8	-4	-0.3	-2	-2.0	0	-3
9	C#C[C@]1(O)CC[C@H]2[C@@H]3CCC4=Cc5oncc5C[C@]4(C)[C@H]3CC[C@@]21C	-33	/	/	/	-1	/	/	-5
-3	CCOc1ccc(CCNC(=O)C2CCN(c3nn4c(=O)cc(C)nc4s3)CC2)cc1	8	-11	-1	-0.9	1	-2.4	-12	1
0	COc1cc(/C=N\NC(=O)CNC(=O)c2cccc([N+](=O)[O-])c2)ccc1O	34	-2	10	-1.7	-3	0.5	-5	0
4	O=C(Nc1ncc2c(n1)-c1ccccc1CC2)C1CC1	13	8	9	1.7	-3	-2.3	0	3
4	O=C(Nc1ccc(Cl)cc1)Nc1nnc(SCc2ccccc2)s1	8	0	-3	-2.9	-4	-5.0	5	1
3	O=C(Nc1c(F)cccc1F)c1cnc(N2CCN(c3ccccn3)CC2)c2ccccc12	9	-13	-7	-5.2	-1	-1.4	16	-2
3	COc1ccc(S(=O)(=O)N(CCN2CCOCC2)Cc2cc(OC)ccc2OC)cc1	-6	5	-12	-1.4	-4	-6.2	-6	7
6	CCn1c(SCC(=O)OC)nnc1-c1ccc(C)cc1	14	4	5	1.5	-3	0.8	4	5
2	N#Cc1ccc(Oc2ccc(-c3nc4ccccc4nc3-c3ccccc3)cc2)cc1C#N	-1	-8	1	-5.4	-1	-4.6	-2	3
-2	CCN=C1SC(C(=O)Nc2cccc(C)c2)CC(=O)N1CC (stereo not drawn)	16	0	0	-5.3	4	-4.0	-4	-4
-2	Cc1cc(C(=O)NCCc2ccccc2)c2cc(F)ccc2n1	10	-4	-13	-2.2	-7	-1.8	5	9
3	COC(=O)c1ncn(C2OC(COC(C)=O)C(OC(C)=O)C2OC(C)=O)n1 (stereo not drawn)	0	-6	8	-3.4	-1	-1.7	9	-3
3	Cc1ccc(NC(=O)/C(C#N)=N/Nc2ccc(C(=O)O)cc2)c(C)c1	9	-10	-1	-0.2	-5	-1.2	19	4
3	CN(C)NC(=O)C(NC(=O)c1ccc(N)cc1)C12CC3CC(CC(C3)C1)C2 (stereo not drawn)	-8	-5	6	-3.0	-8	-1.7	11	-6
-2	COc1cccc(N2CCN(S(=O)(=O)c3cc4c(cc3Cl)NC(=O)CO4)CC2)c1	-26	-12	10	-3.9	/	-2.3	6	1
0	CCOC(=O)C1(Cc2cccc(Cl)c2)CCCN(C(=O)CCSC)C1 (stereo not drawn)	6	-2	-5	3.1	-10	1.4	-6	4
-3	CCOc1ccccc1C1CC(=O)NC(SCC)=C1C#N (stereo not drawn)	1	-4	2	-2.4	-2	-6.9	10	9
-2	COC(=O)c1ccc(Oc2c(C)oc3cc(OCc4cnn(-c5ccccc5)c4)ccc3c2=O)cc1	0	-10	12	-3.2	-3	-5.4	13	5
-2	Cc1ccc(NS(=O)(=O)c2ccc(C)c(NC(=O)COc3ccccc3)c2)c(C)c1	-15	-11	-13	-5.3	-11	-3.6	-11	3
0	CCC(=O)NCCc1nc2ccccc2n1CC(=O)c1ccccc1	-11	8	1	-1.8	/	0.1	-1	2
4	CCCOc1ccc(/C=C2/C(=O)ON=C2C)cc1OCC	-2	-19	16	2.1	-6	-1.6	9	-3
0	C=CCOc1c(Br)cc(/C=C2/C(=O)ON=C2C)cc1OC	26	-5	-1	0.1	-13	-1.0	-1	2
0	CCOc1ccc(NC(=O)C2CC(=O)N(C(C)C)C2)cc1 (stereo not drawn)	-3	-4	4	-0.9	-3	-3.1	2	3
6	N/C(=N\OC(=O)CC1CCCCC1)c1ccc([N+](=O)[O-])cc1	-16	4	-8	-5.1	-1	-2.0	-9	0
4	COc1ccc(CN2CCNC(=O)C2CC(=O)N2CCCCO2)cc1OC (stereo not drawn)	10	-1	1	-2.1	-3	-1.7	4	1
3	CCCn1c(N)c(N(CCOC)C(=O)c2ccc(F)cc2)c(=O)[nH]c1=O	-7	-4	18	1.2	-7	1.8	-8	3
5	CC(C)[C@H](NC(=O)NCCc1ccc(F)cc1)C(=O)O	-1	-13	-5	-4.2	1	-4.0	10	0
3	COc1ccc(C(=O)NC2CC(C)(C)Cc3occc32)cc1 (stereo not drawn)	22	-5	9	-3.1	-11	-3.6	-4	5
6	Cc1ccccc1CN1CCN(CC(=O)NCc2ccccc2)CC1	4	-7	4	-2.9	-11	-1.6	9	2
2	Cc1ccc(-n2c(=O)c3c(C)c(C)sc3n(Cc3cc(=O)n4ccccc4n3)c2=O)cc1C	1	-3	3	-3.5	0	-2.0	-3	0
-1	COCC(C)NC(=O)CSc1nc2ccccc2c(=O)n1CCc1ccc(S(N)(=O)=O)cc1 (stereo not drawn)	0	4	-5	-1.0	-1	-0.1	-4	-4

3 consecutive records out of the list so far, for reference:
IDE act	Compound	CRFBP-R2 block	pCIP destab	NS3 helicase inh	VIM-2 inhibitor	GalR3 antag	IMP-1 inh	SUMO HTRF inh	IDE inh
3	COC(=O)c1ncn(C2OC(COC(C)=O)C(OC(C)=O)C2OC(C)=O)n1 (stereo not drawn)	0	-6	8	-3.4	-1	-1.7	9	-3
3	Cc1ccc(NC(=O)/C(C#N)=N/Nc2ccc(C(=O)O)cc2)c(C)c1	9	-10	-1	-0.2	-5	-1.2	19	4
3	CN(C)NC(=O)C(NC(=O)c1ccc(N)cc1)C12CC3CC(CC(C3)C1)C2 (stereo not drawn)	-8	-5	6	-3.0	-8	-1.7	11	-6
